Compound activity as filed in PubChem BioAssay.
Dengue-2 NS5 capping = Dengue-2 NS5 methyltransferase inhibitors, primary screen, biochemical, confirmation dose response (AID 588689); actives 0.3% (n = 340,000); Dengue-2 NS5 methyltransferase capping enzyme assay, biochemical; higher % means a stronger effect; inhibition, % at 25 µM; hits with a dose series show IC50 in µM; in the data active = a potency from the dose series
NTR1 agonist = NTR1-driven beta-arrestin-GFP spot formation – imaging, U2OS cells, high content, primary screen (AID 493036) | P30989 | agonist mode | activation, % at 20 µM | actives 0.17% (n = 330,000);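 active = activation at or above 40% of the spot to cytoplasm intensity ratio, with at least 20 cells analyzed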;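 note: 0% = DMSO without peptide and 100% = 100 nM NTR1 peptide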
Target sequence (P30989 whole entry, looked up): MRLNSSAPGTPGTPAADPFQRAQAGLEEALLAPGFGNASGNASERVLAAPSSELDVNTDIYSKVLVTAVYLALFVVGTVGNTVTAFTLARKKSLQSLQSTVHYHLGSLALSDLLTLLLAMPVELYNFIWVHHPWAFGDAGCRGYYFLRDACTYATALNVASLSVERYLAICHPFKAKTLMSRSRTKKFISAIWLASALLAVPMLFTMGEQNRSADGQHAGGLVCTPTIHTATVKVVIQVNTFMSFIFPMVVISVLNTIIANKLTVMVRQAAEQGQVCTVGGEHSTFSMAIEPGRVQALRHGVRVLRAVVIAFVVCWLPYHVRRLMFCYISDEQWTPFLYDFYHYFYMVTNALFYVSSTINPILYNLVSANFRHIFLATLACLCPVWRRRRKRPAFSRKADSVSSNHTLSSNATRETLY
K1F lysis inhibition = inhibition of K1F phage lysis, E. coli UTI89, bacterial capsule biogenesis inhibitors, alamar blue (AID 488966); inhibition, % at 100 µM, or IC50 in µM where a hit was titrated; E. coli UTI89 K1F phage lysis, alamar blue, 2 h; higher % means a stronger effect; actives 0.02% (n = 340,000);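 active = phage lysis inhibition, versus mean bacterial control, above a set limit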;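 note: capsule biogenesis inhibitors block K1F phage lysis so surviving cells raise fluorescence; higher fluorescence means more inhibition of phage lysis; actives were called in the ten point dose series up to 300 µM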
NTR1 agonist cell count 20 µM = further read-out of NTR1 agonist, marked with its call; cell count; measured here: cell count, cytotoxicity flag
Dengue-2 NS5 capping pilot replicate = second read-out of Dengue-2 NS5 capping, no call of its own (marks repeat the call); inhibition, %; measured here: pilot screen replicate inhibition
Starred values were filed as active, the others as inactive; [ ] = dose if it differs, or a comment. An excerpt (hit frequency here may not be typical).

SMILES	Dengue-2 NS5 capping	NTR1 agonist	NTR1 agonist cell count 20 µM	K1F lysis inhibition	others
C=CCSc1nnc(NC(=O)C2CC(=O)N(c3ccc4c(c3)OCCO4)C2)s1 (configuration not stated)	1%	0.1	68	0.5%[50 µM]
Cc1ccsc1C(=O)OCC(=O)NCCc1ccccc1	-7%	-1.1	62	1.2%[50 µM]
O=C1CC2(CCN(C(=O)C3CC(=O)N(c4ccccc4)C3)CC2)Oc2ccccc21 (configuration not stated)	-9%	0.2	55	0.6%[50 µM]
Cc1ccc(S(=O)(=O)N2CCC(C(=O)OC3CCOC3=O)CC2)cc1C (configuration not stated)	-2%	8.2	62	1.4%[50 µM]
COc1cccc(C(=O)NCCS(=O)(=O)N2CCCCCC2)c1	-4%	0.3	57	-1.2%
COc1ccccc1NC(=O)C(C)OC(=O)COc1cccc2c1OC(C)(C)C2 (configuration not stated)	0%	-1.1	61	1.3%[50 µM]
CC(=O)c1ccccc1NC(=O)COC(=O)CN1C(=O)C2CCCCC2C1=O (configuration not stated)	-12%	-1.7	49	0.3%[50 µM]
COc1cccc(C(=O)NC2C(=O)N3C(C(=O)O)=C(COC(C)=O)CSC23)c1 (configuration not stated)	13%	0.4	60	0.4%
CN(C)C(CNC(=O)c1ccc2nccnc2c1)c1ccco1 (configuration not stated)	7%	0.4	67	2.1%
Cc1ccc(NC(=O)CSCC(=O)NCCc2ccccc2)c(C)c1	-1%	2.8	52	0.3%[50 µM]
CCOC(=O)c1c(NC(=O)COC(=O)Cc2n[nH]c(=O)c3ccccc23)sc(C(=O)NC)c1C	0%	6.1	45	1.4%[50 µM]
O=C(NCCCN1CCCC1=O)Nc1ccc(Cl)cc1	-6%	0.7	59	3.3%
CC(C)c1ccc(C2(C)NC(=O)N(CC(=O)NC3CCCC(C)C3C)C2=O)cc1 (configuration not stated)	1%	1.5	61	4.7%
O=C(COC(=O)CNC(=O)c1ccc(Cl)cc1Cl)NCc1ccco1	-7%	0.5	66	0.9%[50 µM]
CC(C)C(=O)NCCc1nc(-c2ccccc2)no1	6%	-1.6	75	-0.6%
CC(=O)c1ccc(-c2ccc(C(=O)N3CCC(C(N)=O)CC3)o2)cc1	-12%	-1.0	57	-1.1%
CCOc1ccc(NC(=O)COC(=O)CCN2C(=O)C3CC=CCC3C2=O)cc1OCC (configuration not stated)	-3%	3.6	58	0.0%
CC1CCCN(C(=O)CN2C(=O)NC3(CCCCC3C)C2=O)C1 (configuration not stated)	-7%	-1.1	60	-1.2%
CSc1ncccc1C(=O)OCc1nc2ccsc2c(=O)[nH]1	-3%	2.2	56	3.5%[50 µM]
COc1cc2ccccc2cc1C(=O)N1CCN(c2ccccc2O)CC1	-2%	0.4	56	-0.6%[50 µM]
N#Cc1ccccc1S(=O)(=O)N1CCN(C(=O)CCC2CCCC2)CC1	-6%	0.9	93	0.3%[50 µM]
CN(CC(=O)Nc1cccc(F)c1)C(=O)CSc1nc2ccccc2s1	-11%	-0.2	63	1.3%[50 µM]
CN(C(=O)COC(=O)CSCc1cccc(Cl)c1)c1c(N)n(Cc2ccccc2)c(=O)[nH]c1=O	6%	0.1	61	0.5%[50 µM]
NC(=O)C1CCN(c2nc(-c3cccc(N)c3)cs2)CC1	-4%	-2.2	57	0.9%
COCCn1c(SCC(=O)Nc2cccnc2Cl)nc2ccccc21	0%	1.6	61	1.2%[50 µM]

7 entries picked at random from the list so far, as already listed:
SMILES	Dengue-2 NS5 capping	NTR1 agonist	NTR1 agonist cell count 20 µM	K1F lysis inhibition	others
Cc1ccc(S(=O)(=O)N2CCC(C(=O)OC3CCOC3=O)CC2)cc1C (configuration not stated)	-2%	8.2	62	1.4%[50 µM]
CN(CC(=O)Nc1cccc(F)c1)C(=O)CSc1nc2ccccc2s1	-11%	-0.2	63	1.3%[50 µM]
COCCn1c(SCC(=O)Nc2cccnc2Cl)nc2ccccc21	0%	1.6	61	1.2%[50 µM]
NC(=O)C1CCN(c2nc(-c3cccc(N)c3)cs2)CC1	-4%	-2.2	57	0.9%
O=C(NCCCN1CCCC1=O)Nc1ccc(Cl)cc1	-6%	0.7	59	3.3%
C=CCSc1nnc(NC(=O)C2CC(=O)N(c3ccc4c(c3)OCCO4)C2)s1 (configuration not stated)	1%	0.1	68	0.5%[50 µM]
CC(C)c1ccc(C2(C)NC(=O)N(CC(=O)NC3CCCC(C)C3C)C2=O)cc1 (configuration not stated)	1%	1.5	61	4.7%

Remaining list, next part:
SMILES	Dengue-2 NS5 capping	NTR1 agonist	NTR1 agonist cell count 20 µM	K1F lysis inhibition	others
CN(C(=O)CN1C(=O)NC(c2ccccc2)(c2ccccc2)C1=O)C1CCS(=O)(=O)C1 (configuration not stated)	-1%	3.1	58	1.0%[50 µM]
CC(C)(C)N1CC23CCC(C[C@@H]2C1=O)O3 (some centres not stated)	0%	-2.9	63	8.7%
CCOc1ccc(C(=O)N2CCN(CC(=O)N3CCCC3)CC2)cc1OCC	-5%	1.1	60	0.1%[50 µM]
Cc1cccc(NS(=O)(=O)c2cccc(C(=O)NCCCN3CCOCC3)c2)c1	1%	1.4	64	0.7%[50 µM]
Cc1ccc(S(=O)(=O)Nc2ccc3c(c2)C(=O)N([C@H](C)CO)C[C@H](C)[C@@H](CN(C)Cc2ccccc2)O3)cc1	-3%	-0.5	50	0.5%
C=C(C)c1sc(-c2ccc(Cl)cc2)nc1C	0%	4.2	46	-0.9%
CCOc1ncccc1C(=O)Nc1cc(S(=O)(=O)N2CCOCC2)ccc1OCC(F)(F)F	-5%	4.4	54	2.3%
CN(Cc1ccccc1)C(=O)COC(=O)CN1C(=O)c2ccccc2C1=O	-1%	0.2	56	1.1%[50 µM]
CCCCN(C(=O)C1=COCCO1)c1c(N)n(Cc2ccccc2)c(=O)[nH]c1=O	0%	-1.1	50	0.9%[50 µM]
O=C(Nc1cc(S(=O)(=O)N2CCOCC2)ccc1OCC(F)(F)F)c1ccc(N2CCCC2=O)cc1	-2%	0.4	63	0.1%[50 µM]
Cc1cc(C)c(S(=O)(=O)N2CCCCC2CCNC(=O)C(=O)NCc2ccccn2)c(C)c1 (configuration not stated)	9%	2.9	65	0.2%[50 µM]
O=C(CN1C(=O)NC2(CCCCC2)C1=O)Oc1ccc2ccc(=O)oc2c1	-13%	4.9	100	0.5%[50 µM]
N#CC1(NC(=O)CN2C(=O)NC3(CCCCCC3)C2=O)CCCCC1	-5%	0.9	46	2.0%[50 µM]
Cc1c(NC(=O)C(C)Oc2ccc(Br)cc2)c(=O)n(-c2ccccc2)n1C (configuration not stated)	-3%	-0.6	53	-1.2%
CC1CC(C)CN(C(=O)COC(=O)COc2ccc(C#N)cc2)C1 (configuration not stated)	-9%	-0.4	69	-1.8%
O=C(COC(=O)c1ccccc1F)NC1CC1	-2%	-0.5	56	1.3%[50 µM]
CC(C)(C)[C@@H]1COC(=O)[C@H](Cc2ccc(F)cc2)CC/C=C\C[C@H](CC(=O)N(CCO)Cc2ccccc2)C(=O)N1	4%	8.2	46	1.4%
CN(C(=O)c1ccc(NC(=O)Cc2ccc([N+](=O)[O-])cc2)cc1)C1CCCC1	-6%	0.3	58	-2.6%
COc1cccc(C(=O)NCCS(=O)(=O)N2CCN(C(=O)c3ccco3)CC2)c1	-5%	1.8	50	-1.9%
O=C(Nc1ccc(Br)cn1)c1ccc(COc2c(F)c(F)cc(F)c2F)o1	-7%	-1.8	40	0.5%[50 µM]
CCN(C[C@H]1N[C@@](C)(C(=O)OC)[C@H]2C(=O)N(C)C(=O)[C@@H]12)C(C)=O	-6%	0.1	48	0.2%	Dengue-2 NS5 capping pilot replicate=-6.1
COc1ccc([C@@H]2CC(=O)c3c(O)cc(O)cc3O2)cc1O	-6%	5.8	62	0.8%
CC(C)Cn1c(SCC(=O)Nc2cc(Cl)c(Cl)cc2Cl)nc(O)cc1=O	1%	-0.8	57	0.3%[50 µM]
COc1ccccc1C1=CC(=O)C[C@H](c2ccc3c(c2)OCO3)C1	-1%	-1.7	66	0.1%
C=CCN(c1ccc(Br)cc1C(=O)OC)S(C)(=O)=O	5%	0.1	65	1.7%

Brought forward from above: 2 entries; new compounds follow.
SMILES	Dengue-2 NS5 capping	NTR1 agonist	NTR1 agonist cell count 20 µM	K1F lysis inhibition	others
COc1ccccc1C1=CC(=O)C[C@H](c2ccc3c(c2)OCO3)C1	-1%	-1.7	66	0.1%
C=CCN(c1ccc(Br)cc1C(=O)OC)S(C)(=O)=O	5%	0.1	65	1.7%
Cn1cccc1C1C=C(c2ccc(C(C)(C)C)cc2)Nc2ncnn21 (configuration not stated)	2%	4.7	90	2.7%
COc1ccc(N2CCN(C(CNC(=O)C(=O)NC3CCCC3)c3ccco3)CC2)cc1 (configuration not stated)	-2%	0.1	58	0.8%[50 µM]
Cc1ccc(S(=O)(=O)N(CCC(=O)N2CCOCC2)c2ccccc2)cc1	1%	-0.8	75	1.2%[50 µM]
Cc1cccc(CCN2C(Nc3ccccc3)=NC[C@@H]2C)c1	-7%	-5.1	110	4.4%
COc1cc(OC)cc(C(=O)NC(C(=O)Nc2ccc3c(c2)OCO3)C(C)C)c1 (configuration not stated)	-4%	1.1	51	-0.2%
C/C=C1\NC(=O)[C@H](C)NC(=O)[C@@H](NC(=O)[C@@H](Cc2ccc(O)cc2)NC(=O)[C@@H](NC(=O)/C(C)=C/C)C(C)C)[C@@H](C)OC(=O)[C@H](CCCCc2ccc(O)cc2)NC(=O)[C@@H](CCC(=O)O)NC1=O	-3%	-0.5	62	0.1%
CC1(C)S[C@@H]2[C@H](NC(=O)COc3ccccc3)C(=O)N2C1C(=O)OCc1ccccc1 (some centres not stated)	-7%	-1.2	89	0.5%
CCn1c(SCC(=O)Nc2oc(C)c3c(C)n[nH]c(=O)c23)nc2sc(C)c(C)c2c1=O	0%	4.1	74	1.0%[50 µM]
Cc1ccc2c(CC(=O)OCC(=O)N(CC(C)C)c3c(N)n(Cc4ccccc4)c(=O)[nH]c3=O)coc2c1	-6%	0.4	106	0.9%[50 µM]
CCN(c1ccccc1)S(=O)(=O)c1ccc(OC)c(NC(=O)c2cc(Cl)ccn2)c1	1%	-0.3	53	0.9%[50 µM]
COc1ccccc1C(=O)NCC(=O)Nc1ccc2c(c1)OCO2	0%	-1.4	62	1.6%[50 µM]
O=C(COC(=O)/C=C/c1ccccc1Cl)Nc1cccnc1Cl	-3%	1.3	58	0.6%[50 µM]
CCOc1ccccc1NC(=O)CSc1cn[nH]n1	1%	-0.5	59	-2.4%
O=C(COC(=O)C1=COCCO1)Nc1ccc([N+](=O)[O-])cc1C(F)(F)F	-9%	-0.1	57	1.0%[50 µM]
COc1ccccc1/C=C/C(=O)OCC(=O)NCc1ccc2c(c1)OCO2	-2%	-1.3	61	0.8%[50 µM]
CCS(=O)(=O)N1CCC2(CC1)OCCN2S(=O)(=O)c1ccc(OC)cc1	-1%	-0.3	52	0.8%[50 µM]
Cc1ccc(N2C(=O)CCC2=O)c(C)c1	2%	-0.8	42	0.1%
CC1CCC(NC(=O)c2ccc3c(c2)S(=O)(=O)c2ccccc2C3=O)CC1 (configuration not stated)	-27%	6.8	80	1.1%
CC(C)(C)[C@H]1COC(=O)[C@H](NC(=O)OCC2c3ccccc3-c3ccccc32)C/C=C\C[C@@H](CC(=O)N[C@H](CO)Cc2ccccc2)C(=O)N1	4%	-0.2	40	1.3%
CCOc1ccccc1OCC(=O)Nc1cccc(S(=O)(=O)N2CCCCCC2)c1	-8%	3.5	62	0.1%[50 µM]
COc1cccc(C(=O)NCCS(=O)(=O)N(C)C2CCCCC2)c1	-1%	1.0	65	-1.6%
Cc1ccc(C)c(S(=O)(=O)Nc2cc3c4c(c2)CCN4C(=O)CC3)c1	-4%	0.2	66	1.2%[50 µM]
O=C(CSC1=NS(=O)(=O)c2cc(F)ccc2N1)Nc1cccc(F)c1	-7%	0.2	58	1.1%[50 µM]
C/C=C/c1ccc(OCC(=O)Nc2cc(S(=O)(=O)N3CCOCC3)ccc2N2CCCC2)c(OC)c1	-2%	0.5	55	0.3%[50 µM]
CC(=O)Nc1ccc(S(=O)(=O)N(C)CC(=O)Nc2ccc(F)c(F)c2F)cc1	-7%	-1.2	67	0.4%[50 µM]
SMILES	Dengue-2 NS5 capping	NTR1 agonist	NTR1 agonist cell count 20 µM	K1F lysis inhibition	others
COc1ccc(N2CC(C(=O)N3CCC4(CC3)CC(=O)c3ccccc3O4)CC2=O)cc1 (configuration not stated)	10%	1.3	83	0.8%[50 µM]
Cc1noc(C)c1S(=O)(=O)Nc1ccc2c(c1)C(=O)N([C@H](C)CO)C[C@H](C)[C@@H](CN(C)Cc1ccc(C(=O)O)cc1)O2	-2%	2.3	50	1.2%
O=C(CSc1nc(=O)n(CCN2CCOCC2)c2c1CCCC2)Nc1ccc(F)cc1F	-12%	-0.4	73	0.7%[50 µM]
NC(=O)c1c(NC(=O)c2ccc(N3C(=O)CCC3=O)cc2)sc2c1CCCC2	1%	0.7	72	-0.5%[50 µM]
O=C(Nc1ccc(-c2csc(Nc3ccc(Cl)cc3)n2)cc1)c1ccccc1	7%	2.0	60	0.2%
NS(=O)(=O)c1ccc(N2N=C(c3ccccc3)CC2c2cccc(Cl)c2)cc1 (configuration not stated)	-3%	22	60	0.0%	Dengue-2 NS5 capping pilot replicate=3.4
